mcGAS RapidFire – inhibitors of Mus musculus cyclic GMP-AMP synthase, initial high-throughput assay, cell-free, RapidFire MS | Q8C6L5 | recombinant mouse cGAS, cGAMP by RapidFire MS | inhibition, % at 12.5 µM | hit rate 0.18% among 130,000 | AID 1259397, 2018;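 active = inhibition of cGAS enzyme activity at or above 60%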;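 also: enzyme stimulated by 45 bp dsDNA with ATP and GTP substrates; cGAMP share of summed cGAMP plus half ATP and half GTP signals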
Target sequence (Q8C6L5 whole entry, looked up): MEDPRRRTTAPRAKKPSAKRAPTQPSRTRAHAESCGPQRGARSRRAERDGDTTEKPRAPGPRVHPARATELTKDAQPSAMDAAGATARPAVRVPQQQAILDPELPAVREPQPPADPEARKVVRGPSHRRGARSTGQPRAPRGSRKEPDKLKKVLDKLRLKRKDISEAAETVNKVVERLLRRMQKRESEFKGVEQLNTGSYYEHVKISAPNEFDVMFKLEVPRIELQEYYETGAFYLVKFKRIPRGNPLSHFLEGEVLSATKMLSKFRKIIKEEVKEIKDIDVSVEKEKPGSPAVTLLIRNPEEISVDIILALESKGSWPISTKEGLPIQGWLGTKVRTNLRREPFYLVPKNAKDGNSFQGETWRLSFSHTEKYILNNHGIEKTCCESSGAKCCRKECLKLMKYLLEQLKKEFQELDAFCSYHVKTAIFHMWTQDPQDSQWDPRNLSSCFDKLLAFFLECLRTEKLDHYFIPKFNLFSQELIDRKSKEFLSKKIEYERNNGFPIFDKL
An asterisk follows results filed as active; & = joins results of further samples.

structure | mcGAS RapidFire
Cc1cc(C)nc(SCCCn2c(N(C)Cc3ccccc3)nc3c2c(=O)[nH]c(=O)n3C)n1 | -4
CC(=CC(=O)C(F)(F)F)N1CCC(C(N)=O)CC1 | -9
Cc1onc(-c2ccccc2Cl)c1C(=O)N1CCCC2(CC1)CNC(=O)O2 (centres undefined) | -10
CCCCN(C(=O)CCCn1ccnc1)C1CCS(=O)(=O)C1 (centres undefined) | -57
COCCn1c(=C(C#N)C(=O)C(C)(C)C)sc(=Cc2ccc(C)s2)c1=O | -9
CCCOCCn1cc(C2CC=CCC2)nn1 (centres undefined) | -19
COC(=O)C1CCN(C(c2ccc(OC)cc2)C2Sc3nc(C)nn3C2=O)CC1 (centres undefined) | -6
CCN1CCCCC1C(=O)Nc1ccc(Br)cc1 (centres undefined) | -8
Cc1ccnc2c(NCN3C(=O)C4C5C=CC(C5)C4C3=O)cccc12 (centres undefined) | 3
CCOC(=O)c1[nH]ncc1CN1CCN(Cc2ccc(OC)cc2F)C(CCO)C1 (centres undefined) | -3
Cc1nc(C2(NC(=O)CSCc3ccc(Cl)s3)CCCCCC2)no1 | 1
Cc1ccc(NC2SC(=O)N(CC(C)C)C2=O)cc1 (centres undefined) | -4
CN1CCN(N=Cc2cc(Br)c(O)c(Br)c2)CC1 | 16
O=C(c1ccccc1C1CCNC1)N1CCC(Nc2ccccn2)CC1 (centres undefined) | 11
COc1cccc(CNC(=O)CCC2CCCN(C(=O)CCc3c(C)noc3C)C2)c1 (centres undefined) | 0
Fc1ccccc1Nc1nc2ccccc2n2cnnc12 | -6
CCCC1C(=O)N(c2nc(C)cc(C)n2)N=C1C (centres undefined) | -6
COc1cc(Cl)c(C2c3cc4c(cc3OC(=N)C2C#N)OCO4)cc1OC (centres undefined) | -22
Cn1nccc1C(=O)Nc1ccc(Cl)cc1Cl | -8
COCC1CCCCN1Cc1cnc(S(=O)(=O)Cc2ccccc2)n1CC(C)C (centres undefined) | -3
CCC(Nc1cccc(OC)c1)C(=O)NC1(CO)CCCC1 (centres undefined) | 0
COc1ccc(C(=O)NC(C(=O)NN2CCCCC2=O)C(C)C)cc1 (centres undefined) | -16
CC(C)CCSc1nc2c(c(=O)[nH]c(=O)n2C)n1Cc1ccccc1 | 3
CCCOC(=O)C1=C(C)N(C)C(=O)NC1c1cc2c(cc1Br)OCO2 (centres undefined) | -1
CC(C)NC(=O)CNC(=O)c1cc(-c2ccccc2)nc2ccccc12 | -2
CC(C)Cc1c(-c2cccc3ncccc23)noc1N | -9
Cc1ccn2c(=O)cc(CN3CCOC(CCCC(C)C)C3)nc2c1 (centres undefined) | -11
CC(c1ccccc1)N1C(=O)NC(NC(=O)C2CC2)(C(F)(F)F)C1=O (centres undefined) | -6
C/C=C/COc1nc2c(c(=O)n(C)c(=O)n2C)n1C | 4
Cc1cccc2[nH]c(C3CCN(C(=O)C4CCCN(CC(N)=O)C4)CC3)nc12 (centres undefined) | -5
Cc1cc2ncc(C(=O)N3CCCC(Nc4ccccc4)C3)c(=O)n2[nH]1 (centres undefined) | -12
Cc1ccc(N=Cc2nc(-c3ccc(Br)cc3)oc2O)c(Br)c1 | -3
Cc1cccnc1CN(C)c1ncnc2c1CCN(C(=O)C1CC1)C2 | -5
Cn1nc(C(=O)Nc2cnc3n2CCCC3)ccc1=O | -21
Cc1ccc(NC(C)(C(=O)N(C)Cc2ncc(C)[nH]2)c2ccccc2)cc1 (centres undefined) | -10
Cc1ncc2c(c1-c1noc(-c3ccc4ncsc4c3)n1)CCNC2 | 5
CCOc1ccc(N2CCn3c2nc2c3c(=O)n(CC)c(=O)n2C)cc1 | -2
Cn1c(=O)c2c(nc(CN3CCCCC3)n2CCCc2ccccc2)n(C)c1=O | -5
Cc1ccc2oc(C(=O)NCCc3cccs3)c(C)c2c1 | -4
NC(=O)Nc1ccc(CCn2cc(Br)cn2)cc1 | -15
c1ccc(CNc2ncnc3c2sc2ncsc23)cc1 | -3
COc1ccc(-c2cc(C(=O)O)n3nc(-c4ccccc4)cc3n2)cc1 | 4
CCC(=O)C1=C(c2ccc(C)cc2)N(C(=O)CC)n2c(CC)nnc2S1 | -1
Fc1ccc(CN(Cc2ccncc2)Cc2cccn2-c2ncccn2)cc1 | -6
O=C(OCc1cc(-c2ccc3c(c2)OCO3)on1)c1ccco1 | -9
Cc1cc(C(=O)N(Cc2cccs2)CC(F)(F)F)c(C)s1 | -10
Cc1ccc(Sc2ncccc2C(=O)NC(C)c2ccccc2)cc1 (centres undefined) | 3
CS(=O)(=O)Cc1nc(CNc2c(F)cccc2F)cs1 | -3&-1
O=C1CCc2cc(S(=O)(=O)NNC(=O)c3ccco3)ccc2N1 | 4
CC(C)c1cnc(CNc2c(F)cccc2-n2cccn2)o1 | -5

Shown with the structure last: part of the list above
| mcGAS RapidFire | SMILES |
| --- | --- |
| -6 | Fc1ccccc1Nc1nc2ccccc2n2cnnc12 |
| -6 | CCCC1C(=O)N(c2nc(C)cc(C)n2)N=C1C (centres undefined) |
| -22 | COc1cc(Cl)c(C2c3cc4c(cc3OC(=N)C2C#N)OCO4)cc1OC (centres undefined) |

Next part
structure | mcGAS RapidFire
CN1C(=O)c2ccc(S(=O)(=O)NCCn3ncnn3)cc2C1=O | 7
CNCC(O)C(O)C(O)C(O)COC(=O)CCc1cc(C(C)(C)C)c(O)c(C(C)(C)C)c1 (centres undefined) | -8
COC(=O)c1sccc1NC(=O)c1c(C)noc1C | 3
Cc1cccc(-c2ccc(C(=O)NC(C)COCC(F)(F)F)c(=O)[nH]2)c1 (centres undefined) | -5
Cc1cccc(C)c1NC(=O)CC1S/C(=N/N=C2CCCC2)NC1=O (centres undefined) | -36
O=C(N/C=C/n1cnc2cc(C(F)(F)F)ccc21)c1ccccc1F | -13
CCCN(CC(=O)Nc1ccc(Cl)cc1)C(=O)c1cc(C)[nH]n1 | -4
CC(CNC(=O)Nc1nc2ccccc2s1)CC1(C)OCCO1 (centres undefined) | -9
CN(C)CCNC(=S)Nc1ccc(F)c(F)c1F | -9
Cc1c(CCOC(=O)C23CC4CC(CC(C4)C2)C3)sc[n+]1CC#N | -2
N#Cc1ccccc1S(=O)(=O)N1CCN(C(=O)c2ccc(-c3cc(Cl)ccc3Cl)o2)CC1 | 12
CCN1CCN(C2CCN(c3nc4nonc4nc3N3CCSCC3)CC2)CC1 | -4
N#Cc1ccc(C(O)CSc2n[nH]c(=O)n2C2CC2)cc1 (centres undefined) | -1
COCCN=c1scc(-c2ccc(OC)cc2)n1N=Cc1cc2c(cc1[N+](=O)[O-])OCO2 | -1
CCN(CC)S(=O)(=O)c1ccc2c(c1)CCN2S(=O)(=O)c1cccc(Br)c1 | -17
CCn1nnnc1SCC(=O)N(C)C1CCS(=O)(=O)C1 (centres undefined) | -13
CC(=O)O[C@H]1C(=O)[C@@]2(C)C([C@H](OC(=O)c3ccccc3)[C@]3(O)C[C@H](OC(=O)[C@H](O)[C@@H](NC(=O)c4ccccc4)c4ccccc4)C(C)=C1C3(C)C)[C@]1(OC(C)=O)CO[C@@H]1C[C@@H]2O (some centres undefined) | -6
CCNC(=O)N1CCN(C(=O)CCc2cc(F)ccc2F)CC1 | -13
O=C(NCCN1N=C(c2ccccc2)CCC1=O)c1cccc2ccnn12 | -22
CN1CCN(C(CNC(=O)COc2ccccc2)c2ccc3c(c2)CCCN3C)CC1 (centres undefined) | -14
COc1cc2c(c(OC)c1OC)COC2=O | -4
Cc1ncsc1CCN(C)C(=O)c1cc(COc2ccccc2)[nH]n1 | -17
Cn1cc(CC(=O)NC2CC(=O)N(Cc3ccc(F)cc3)C2)c2ccccc21 (centres undefined) | -16
C=CCN(Cc1ccc2c(C)cc(=O)oc2c1)Cc1ccco1 | -6
COc1ccc(-c2cc(C(=O)NCc3ccc(Cl)cc3)c3ccccc3n2)cc1OC | -1
Cc1ccc(C(=O)Nc2ccccc2SCC(F)(F)F)cc1 | 2
CC1CCC(C)(NC(=O)CCc2nc(-c3cccnc3)no2)CC1 (centres undefined) | 2
O=S(=O)(NCC1CCCO1)c1cccc2cccnc12 (centres undefined) | -10
CC(C)Nc1nc(-c2ccc(NC(=O)C(C)(C)C)cc2)cs1 | -2
Cc1ccc(CN(C)Cc2cnn3cccnc23)o1 | -15
O=C(c1ccc(Cl)cc1Cl)N1CCCC(OCc2ccc(F)c(F)c2)C1 (centres undefined) | -5
CN(Cc1nc2ccccc2s1)Cn1nc(-c2ccc(Cl)cc2)n(C)c1=S | -13
Cc1cc(N2C[C@H](O)[C@@H](N3CCCCC3)C2)nc(-c2ccccc2)n1 | -17
COc1ccccc1N1CCN(C(=O)c2ccc(Cl)cc2)CC1 | 1
CC1(C(=O)NCc2ccccc2Br)CCN1Cc1ccccc1OC(F)F (centres undefined) | -2
CCN1C(=O)C(=O)N(CC(=O)NCC2CCCCC2)C1=O | -3
CC(C1CC1)N(CC(F)(F)F)C(=O)C1CCS(=O)(=O)C1 (centres undefined) | -3
CC1=NC2=C(C(=O)CC(c3ccccc3)C2)C(c2ccc3c(c2)OCO3)C1C#N (centres undefined) | -9
CCC1CN(CC(=O)NC2CCOCC2)CCC1c1ccccc1 (centres undefined) | -1
Cc1ccsc1-c1nc(COc2ccccc2C(=O)N(C)C)c(C)o1 | -35
CCOC(=O)c1ccc(Cl)c(NC(=O)CC(C)C)c1 | -35
O=C(CC1Cn2ncc(-c3ccc(Cl)cc3)c2NC1=O)NC1CCCCC1 (centres undefined) | -34
CCCOc1ccc(C2C(C(=O)OC)=C(C)NC3=C2C(=O)CC(c2ccc(Cl)cc2)C3)cc1 (centres undefined) | -12
Cc1cc(C)n(-c2nc3c(c(=O)[nH]c(=O)n3C)n2CC(O)COc2ccccc2Cl)n1 (centres undefined) | -8
COc1ccc(-c2ccc(CN3CCCC3)cn2)cn1 | -17
COc1ccc(-c2noc(CNCC3CCS(=O)(=O)C3)n2)cc1 (centres undefined) | -7
Cc1nnc(CNC(=O)c2csc(Nc3ccccc3)n2)o1 | -5
CC(Sc1nncn1C(C)c1ccccc1)C(=O)NC(=O)NC(C)(C)C (centres undefined) | -13
COc1cc(-c2nc3n(n2)C(c2ccc(O)cc2)C(C(N)=O)=C(C)N3)cc(OC)c1OC (centres undefined) | -12
C=CCn1c(=O)c2c(nc3n2CCN3c2cccc(C)c2C)n(C)c1=O | -5

Pulled by structure from the list above:
structure | mcGAS RapidFire
Cc1ccc(C(=O)Nc2ccccc2SCC(F)(F)F)cc1 | 2
Cc1ccsc1-c1nc(COc2ccccc2C(=O)N(C)C)c(C)o1 | -35
COc1cc(-c2nc3n(n2)C(c2ccc(O)cc2)C(C(N)=O)=C(C)N3)cc(OC)c1OC (centres undefined) | -12
Cc1cc(N2C[C@H](O)[C@@H](N3CCCCC3)C2)nc(-c2ccccc2)n1 | -17

(continued)
structure | mcGAS RapidFire
Cc1ccc(NC(=O)c2cnn(-c3ccccc3C(F)(F)F)c2C)nc1 | -15
CCn1nccc1NC(=O)c1cc(S(=O)(=O)N(C)Cc2ccccc2)ccc1Cl | 4
Cc1ccc(-n2ncc3c(=O)n(NC(=O)c4cccs4)cnc32)cc1 | -4
CC1=NN(CCN2CCCCC2)c2nc3c(c(=O)n(C)c(=O)n3C)n2C1 | 1
OCC1(Cc2ccccc2)CCN(Cc2ccccc2-c2ccco2)CC1 | -6
Cc1ccc(NC(=O)CNC(=O)C2(N3CCCC3)CCCC2)c(F)c1 | -15
CCn1ccnc1CN1CCc2c([nH]c3ccccc23)C1c1c(F)cccc1Cl (centres undefined) | -6
CCc1nnc(CNC(=O)c2ccccc2C2CCNC2)s1 (centres undefined) | -19
COc1cccc(-c2noc(-c3cc(N4CCC(C(N)=O)CC4)nc4ccccc34)n2)c1OC | -12
N#CC(Sc1ccc(C(=O)N2CCCC2)cn1)C1CCCCC1 (centres undefined) | 11
CCN(CC(=O)N(C)C)C(=O)Cn1c(C)c(Br)c2ccccc21 | 0
CC(C)(C)C1(OCBr)C(=O)N=CN=CN1Cc1ccccc1 (centres undefined) | -6
O=C(Cn1cnc2c(nnn2Cc2ccccc2F)c1=O)N1CCCCCC1 | 7
Cn1ncc(I)c1C(=O)Nc1ccn(Cc2c(F)c(F)cc(F)c2F)n1 | -6
CS(=O)(=O)N(CC(=O)NCc1ccccc1Cl)c1cc(C(F)(F)F)ccc1Cl | -9
Fc1ccc(C2=Nc3ncnn3C(c3ccccc3)C2)cc1 (centres undefined) | -8
O=c1c2cnc3ncnn3c2ccn1-c1ccccc1O | -8
CCN(C(=O)/C=C/c1ccc(-c2ccc(F)cc2)s1)C1CCS(=O)(=O)C1 (centres undefined) | 0
O=C(Nc1cnn(C23CC4CC(CC(C4)C2)C3)c1)c1cc(-c2ccccc2)on1 | 1
O=C(CCCc1ccc(-c2ccccc2F)cc1)Nc1ccc(O)cc1 | -14
CCCCc1nnc(NC(=O)N(Cc2ccccc2C(F)(F)F)C2CC2)s1 | 21
Cn1cc(Br)cc1C(=O)NCC(C)(O)c1ccsc1 (centres undefined) | -6
C=CCc1ccc(OCCOc2ccc(F)cc2)c(OC)c1 | -11
CC(=O)c1ccc(-c2ccc(C(C)=O)s2)s1 | -12
COCCNC1CCC2(CC1)CN(CCO)CCc1ccccc12 (centres undefined) | 1
CC(NC(=O)C1(C#N)CCCC1)c1ccccc1Cl (centres undefined) | -6
C=CCn1c(SCC(=O)NC(=O)c2ccco2)nc2ccsc2c1=O | -2
Cc1ccc(OCC(N)=O)c(-c2cccc3[nH]ccc23)c1 | 2
Cc1nc(NC(=O)CCc2c(C)[nH]c(=O)[nH]c2=O)sc1-c1ccccn1 | -13

Compound activity (PubChem)

An excerpt; the hit share may differ from the screen's.
